XiGFP reactiv – activators of X-chromosome reactivation in mouse fibroblasts; XiGFP mouse fibroblasts, % GFP-positive cells imaging, 3 d; cells co-treated with 5-aza-dC sensitizer; scaled so ellipticine positive control = 100%; activation, % at 7.58 µM; 0.055% of 360,000 active; AID 743238;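 active = mean normalized replicate activation at least 10% and every replicate at or above 10%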;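 also: 0% = median of on-plate neutral control wells and 100% = ellipticine 6 µM median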
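System: 68-5-11 XiGFP fibroblast line; Timing: 3 days compound exposure; Compound dosing: one concentration, pinned; Benchmarks: positive control ellipticine, 6 µM final; Buffer or medium: DMEM containing 5-aza-dC.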
E-selectin induc – E-selectin induction on HUVECs; HUVEC E-selectin immunofluorescence imaging; normalized: neutral wells 0, TNF-alpha wells 100; activation, % at 7.58 µM; 0.37% of 260,000 active; AID 686992;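 active = mean E-selectin-positive cell signal at least 10% of the positive control, reached in at least 60% of replicates, without over 20% cell loss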;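 also: in these data hits start at about 27%; measured in HUVEC primary endothelial cells; signal is the percent of cells scored E-selectin positive by PE staining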
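assay system = HUVEC, human umbilical vein endothelial cells | input = 3,000 HUVEC seeded per well | medium = EGM-2 growth medium on 0.1% gelatin-coated wells | dosing = one compound dose added by pin transfer | signal = immunofluorescence imaging | read-out basis = % PE-positive cells | control set = TNF-alpha, DMSO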
RAD54 inh – inhibitors of human RAD54 branch migration; Q92698; RAD54 Holliday junction branch migration, FAM/BHQ fluorescence; inhibition, % at 10.4 µM; 0.14% of 360,000 active; AID 602329;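 active = mean normalized replicate activity at least 40 and at least half of replicates scoring 40 or more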;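 also: 0% = median of neutral control wells and 100% = median of positive control wells; inhibitors cause a drop in the FAM fluorescence signal; in these data hits start at about 50%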
Target sequence (Q92698 whole entry, looked up): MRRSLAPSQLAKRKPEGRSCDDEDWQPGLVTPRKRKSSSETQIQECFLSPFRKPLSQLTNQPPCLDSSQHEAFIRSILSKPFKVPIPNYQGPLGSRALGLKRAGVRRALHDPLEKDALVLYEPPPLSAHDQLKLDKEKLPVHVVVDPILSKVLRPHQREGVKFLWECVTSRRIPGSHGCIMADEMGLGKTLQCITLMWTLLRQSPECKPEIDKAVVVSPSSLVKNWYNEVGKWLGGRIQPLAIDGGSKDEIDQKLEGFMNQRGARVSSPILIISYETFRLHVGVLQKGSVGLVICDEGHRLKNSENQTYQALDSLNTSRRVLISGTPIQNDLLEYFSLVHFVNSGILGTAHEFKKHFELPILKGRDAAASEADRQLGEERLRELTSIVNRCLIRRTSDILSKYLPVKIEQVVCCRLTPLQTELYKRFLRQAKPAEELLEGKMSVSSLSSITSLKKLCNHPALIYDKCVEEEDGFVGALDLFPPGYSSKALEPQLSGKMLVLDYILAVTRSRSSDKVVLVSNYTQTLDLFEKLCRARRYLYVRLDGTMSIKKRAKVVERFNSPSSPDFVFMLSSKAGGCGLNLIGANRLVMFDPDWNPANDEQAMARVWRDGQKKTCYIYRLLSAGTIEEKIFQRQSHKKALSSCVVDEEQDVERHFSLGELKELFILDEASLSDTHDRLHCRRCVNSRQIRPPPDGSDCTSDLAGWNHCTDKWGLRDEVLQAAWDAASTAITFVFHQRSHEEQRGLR
ERAP1 inh – blocks human ERAP1 aminopeptidase activity; Q9NZ08; recombinant ERAP1, Leu-AMC fluorescence, 60 min; inhibition, % at 10.7 µM; 0.15% of 340,000 active; AID 652197;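 active = mean replicate inhibition of at least 30%, or all replicates individually reaching that 30% level; inactive = mean below 30% and not every replicate reaching it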;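 also: 0% = neutral control wells and 100% = L-leucinethiol positive control wells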
esBAF inh – inhibitors of esBAF chromatin remodeling in mouse ES cells; Bmi1-luciferase knock-in reporter, 24 h; 100% = twice the neutral-well signal; reporter increase, % at 12.5 µM; 2% of 350,000 active; AID 602393; in the data active = activation above about 40%;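 also: 0% = median of the plate's neutral control wells and 100% = double that signal; a rise in the Bmi1 reporter signal indicates esBAF inhibition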
RAD52 inh – blocks human RAD52 DNA annealing | P43351 | recombinant RAD52 DNA annealing, FRET fluorescence | inhibition, % at 18.7 µM | 0.46% of 360,000 active | AID 651710;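 active = every replicate showing at least 50% inhibition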
ERp5 inh – blocks human ERp5 reductase activity on insulin; ERp5 insulin aggregation, absorbance 650 nm, 90 min; inhibition, % at 9.99 µM; Q15084; 0.05% of 350,000 active; AID 651711;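 active = mean replicate inhibition above about 25%, with every replicate also reaching it, limit read from the data, passing the limit was not always enough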
S100A4 MyoIIA – inhibitors of human S100A4 binding to myosin IIA peptide; P26447; S100A4/TAMRA-MyoIIA peptide fluorescence polarization; inhibition, % at 10.7 µM; 0.14% of 360,000 active;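 active = mean inhibition of at least 70% across replicates, with every replicate also reaching that level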
Target sequence (P26447 whole entry, looked up): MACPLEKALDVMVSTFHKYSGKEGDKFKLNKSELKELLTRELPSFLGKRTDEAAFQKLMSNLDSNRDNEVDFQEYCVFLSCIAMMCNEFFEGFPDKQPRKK
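Test system: S100A4 monomer protein; Medium: HEPES pH 7.2 with CaCl2, KCl, NaCl, DTT, Triton; Probe or stimulus: TAMRA-labelled myosin IIA heavy-chain peptide probe, 5 nM; Doses: one dose per compound; Times: polarization read 5 min after assay mix addition, stable 5–60 min; Benchmarks: neutral control DMSO, positive control TFP.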
* marks the source's active call; other numbers are inactive results; / = not tested or not shown; & = joins results of further samples; ! = not active in a repeat.

no.	Molecule	XiGFP reactiv	E-selectin induc	RAD54 inh	ERAP1 inh	esBAF inh	RAD52 inh	ERp5 inh	S100A4 MyoIIA
1	COC(=O)[C@@H]1[C@@H](CO)[C@@H]2Cn3c(ccc(C4=CCCCC4)c3=O)[C@H]1N2CCc1ccccc1	0.2	-0.2	5	1	0	1	-8	-8
2	CC(C)Nc1ccc(Nc2ccccc2)cc1	0.6	0.3	-3	2	-9	11	0	-1
3	CN1C(=O)NC(=O)C(C)(C2=CCCCC2)C1=O (configuration not stated)	/	/	-15	-6	28	-15	-9	0
4	O=C(Nc1ccc(Cl)cc1)N1CC1	0.0	0.0	-6	-7	14	-5	2	-17
5	COc1cccc(-n2c(O)c(C=Nc3c(C)n(C)n(-c4ccccc4)c3=O)c(=O)[nH]c2=O)c1	0.4	/	/	0	/	-7	2	1
6	COc1ccc(CC2(CCc3ccccn3)C(=O)NC(=O)N(c3ccccc3C)C2=O)cc1OC (configuration not stated)	0.0	/	/	4	/	-11	-1	-4
7	CC(C(=O)O)N(C(=O)c1ccccc1)c1ccc(F)c(Cl)c1 (configuration not stated)	0.0	/	3	2	1	-2	-1	5
8	COC(=O)C1=C(c2ccc(OCc3ccccc3)c(F)c2)C[C@@H]2CC[C@H]1N2C	0.1	1.2	7	-7	-1	6	-4	1
9	COC(=O)Cn1cc(/C=C2\C(=O)NC(=O)N(c3ccccc3)C2=O)c2ccccc21	0.1	/	-13	0	2	-442	4	29
10	COc1ccc(NC(=O)c2cc([N+](=O)[O-])ccc2N2CCNCC2)cc1	0.0	/	/	3	-3	-9	-7	-3
11	CC1(C)N=C(c2ccccc2)[C@@H]2C(c3ccc([N+](=O)[O-])cc3)N21 (some centres not stated)	0.0	-0.1	-3	0	-1	-7	3	-4
12	COc1ccc2c(c1)[C@]13CCCCC1C(C2)N(C)CC3 (some centres not stated)	0.3	0.0	9	-2	0	-11	4	-3
13	O=C(Cc1ccccc1)N1CCCCN2[C@H](CO)[C@H](c3ccc(-c4ccccc4)cc3)[C@@H]2C1	0.0	0.1	-3	0	/	0	-2	-3
14	CCOC(=O)[C@]12Cc3cc(Cl)ccc3[C@H]1N(Cc1ccccc1)C(=O)c1ccccc12	-0.2	-0.2	-2	-3	0	18	5	-2
15	Cc1ccc(OC(F)F)c(N2C(=O)C3C4CCC(O4)C3C2=O)c1 (configuration not stated)	0.3	35*	-4	-1	-1	0	-11	7
16	O=c1[nH]c(=S)[nH]c(O)c1N=Nc1ccc(S(=O)(=O)N2CCc3ccccc32)cc1	0.0	/	/	-3	/	3	0	0
17	CC1CC2CC(=O)CCC2(C)C2CCC3(C)C(O)CCC3C12 (configuration not stated)	0.2	-1.0	-7	0	/	-4	-3	0
18	O=C(NCCN1CCC2(CC1)C(=O)NCN2c1ccccc1)c1ccc(Cl)cc1	0.0	0.0	/	3	/	-14	-1	1
19	CC(C)c1ccc(C(c2c(O)c3ccccc3oc2=O)c2c(O)c3ccccc3oc2=O)cc1	0.0	/	/	0	/	-3	-2	0
20	CCOC(=O)C(c1c(O)c2ccccc2oc1=O)c1c(O)c2ccccc2oc1=O	0.1	0.1	-9	-2	10	-17	4	-2
21	Nc1cccc(SC2CC(=O)N(c3ccc(Cl)cc3C(=O)c3ccccc3)C2=O)c1 (configuration not stated)	0.0	-0.1	-2	-1	-13	-14	-1	-19
22	O=C(NCCN1CCOCC1)c1ccc(Cl)nc1	0.0	3.9	0	6	/	-10	1	2
23	CC(C)CCP(=O)(O)c1ccccc1	/	/	14	2	-8	0	0	-6
24	Cc1ccccc1-n1c(CNc2ccccc2)nc2ccccc2c1=O	0.0	0.0	-4	/	/	-19	0	-2
25	Cn1cnc(CCN)c1	-0.1	2.0	-7	-2	-2	7	-7	4
26	COc1cc2c(cc1OC)C13CCN4CC5CCOC6CC(=O)N2C1C6C5CC43 (configuration not stated)	0.1	-0.1	0	-4	-1	-10	1	-1
27	CCOC(=O)C1CCN(/C=C2\C(=O)NC(=S)N(CC)C2=O)CC1	0.0	/	/	-1	/	-24	-3	-21
28	COc1ccc(CN2C(=O)CC(=O)NC2=S)cc1	0.0	-0.1	/	7	/	-182	2	-25
29	COc1ccccc1Oc1c(C)oc2cc(OC(=O)N(C)C)ccc2c1=O	0.0	/	-2	-1	11	-7	-6	-1
30	Cc1cc(OCC(=O)N2C[C@H]3C[C@@H](C2)c2cccc(=O)n2C3)c2c(C)c(C)c(=O)oc2c1	/	/	-1	-2	-3	2	-4	0
31	CC(C)(C)n1nnnc1C(c1ccnc2ccccc12)N1CCC2(CC1)C(=O)NCN2c1ccccc1 (configuration not stated)	0.2	-5.0	6	/	4	1	6	-3
32	CCC(=NC(C)c1ccccc1)c1c(O)[nH]c(=O)[nH]c1=O (configuration not stated)	0.2	/	-3	1	-11	-9	0	1
33	O=CC(Br)P(=O)(N1CCOCC1)N1CCOCC1 (configuration not stated)	0.0	/	-12	/	/	-10	3	-10
34	Cc1ccc(S(=O)(=O)N(c2cc(Cl)c(O)c(Cl)c2)P(=O)(OC(C)C)OC(C)C)cc1	0.2	/	-1	4	-6	-11	0	-2
35	O=c1cccc2n1CC1CC2CN(C(c2cccc(F)c2)c2sc3ncnn3c2O)C1 (configuration not stated)	0.2	-0.2	0	6	12	-7	2	5
36	O=C(O)[C@H]1[C@H](CO)[C@H]2Cn3c(ccc(C4=CCCCC4)c3=O)[C@@H]1N2C(=O)Cc1ccccn1	0.2	-0.1	-1	5	-1	9	1	0
37	CCC(=O)c1ccc(OCC(=O)N2CCN(CC(=O)Nc3ccccc3C(F)(F)F)CC2)cc1	0.3	-0.1	-6	-4	-2	-13	6	1
38	CC(C)CN1CCN(Cc2c(F)cccc2Cl)CC1CCO (configuration not stated)	-0.3	0.0	-12	-3	4	-5	3	-3
39	Cc1ccsc1/C=C1\C(=O)NC(=S)N(C)C1=O	0.4	0.5	-2	3	-1	-51	6	-72
40	CC(=O)Nc1ccc(C(=O)C(Cc2ccccc2)N(C)C)cc1 (configuration not stated)	0.0	0.3	-3	0	5	-2	3	-1
41	O=C1NC(=O)C(=Cc2ccc(-c3ccc(S(=O)(=O)N4CCOCC4)cc3)o2)C(=O)N1	0.1	0.0	-16	5	0	-112	0	9
42	CCOC(=O)C1(CCOc2ccccc2)CCN(C(C)CSC)CC1 (configuration not stated)	0.0	2.0	2	1	-3	-21	3	-7
43	O=C(NC1CCCCC1)N1Cc2ccccc2-n2nncc2C1	0.4	-0.1	2	1	-6	-6	4	4
44	O=c1c2ccccc2nc(-c2ccco2)n1-c1ccc(Br)cc1	0.1	1.4	2	5	/	-6	1	2
45	O=C1/C(=C/c2ccc3c(c2)OCO3)N2CCC1CC2	0.0	1.1	/	1	/	-7	9	1
46	O=C(CN1CC(c2ccccc2)CC1=O)Nc1ccc(F)cc1 (configuration not stated)	0.3	0.0	-3	/	10	-13	6	1
47	CCC(C)n1c(C)cc(C(N)=O)c1C (configuration not stated)	0.0	-0.2	7	3	-7	-2	16	-6
48	Cc1nn(Cc2ccccc2)c(Cl)c1C(=O)NC1CCCc2ccccc21 (configuration not stated)	0.1	/	/	-2	/	-1	-2	8
49	COc1ccc(-c2cc(-c3ccccc3)[n+](C)c(-c3ccccc3)c2)cc1	0.0	/	/	20	/	11	4	2
50	COc1cc(C=C2C(=O)NC(=O)NC2=O)ccc1OCc1ccc([N+](=O)[O-])cc1	0.0	-3.2	-7	-1	-7	-294	0	36

The listing continues:
no.	Molecule	XiGFP reactiv	E-selectin induc	RAD54 inh	ERAP1 inh	esBAF inh	RAD52 inh	ERp5 inh	S100A4 MyoIIA
51	COc1cc2[nH]c(=O)n(-c3ccc(C)cc3)c(=O)c2cc1OC	/	/	5	7	/	-1	-3	1
52	COc1ccccc1CN1CCNCC1	0.1	2.7	-9	0	16	1	3	0
53	CC(=O)N1CC(=O)Nc2ccc(C)cc2C1c1ccccc1 (configuration not stated)	0.0	-0.2	-1	-3	2	-15	2	2
54	NCCc1cc(O)c(O)cc1O	-0.1&0.0	-0.1&0.6	-3&-8	-2&1	0&-5	90*!	2&0	61&3
55	CC=Cc1ccc2n(c1=O)C[C@@H]1[C@@H](CO)[C@H](C(=O)O)[C@H]2N1S(=O)(=O)c1ccccc1F (mixture of isomers)	0.1	-0.4	0	4	0	0	1	28
56	O=Cc1cn(Cc2ccccc2F)c2ccccc12	0.0	/	/	22	/	-16	-4	-3
57	CCCNC(=O)N1[C@H]2CC[C@@H]1C(C(=O)OC)=C(c1cc3ccccc3s1)C2	0.5	-0.1	2	/	7	/	/	/
58	c1cncc(C2CCCCN2)c1 (configuration not stated)	/	/	-17	/	-10	-5	-1	0
59	Cc1nc2ccccc2c(=O)n1-c1cccc([N+](=O)[O-])c1	0.0	/	1	-4	-7	-16	4	2
60	N[C@@H](CCl)C(=O)O	0.1	-1.5	-5	-3	0	-4	7	1
61	N#CCCn1cc(C(=O)NCc2ccccc2)c(-c2ccccc2)n1	0.0	1.3	/	1	/	-5	-2	-1
62	CCC(=O)O[C@@H]1[C@@H](OC(C)=O)[C@@]2(O)C(C[C@H](O)C2(C)C)[C@](C)(O)[C@H]2CC[C@@H]3[C@@H](O)[C@]12C[C@@]3(C)O (some centres not stated)	0.0	0.1	0	2	0	-4	1	-3
63	COC1=C(OC)[C@]23CCc4ccc(OC)c(OC)c4[C@]2(CCN3C)CC1=O	0.2	-0.2	-5	-2	-8	-3	3	9
64	CCOC(=O)c1c(C=O)c2ccccc2n1Cc1ccccc1F	0.0	-0.3	-9	1	5	-7	0	-1
65	COc1ccc(-c2ccc([C@H]3[C@@H](CO)N4CCCCN(C(=O)Cc5ccccc5)C[C@@H]34)cc2)cc1	-0.1	-0.6	9	3	/	-41	-1	5
66	CCC1(CCC(C)C)C(=O)NC(=S)NC1=O	0.1	0.5	-3	2	/	-2	15	-4
67	CC(=O)c1cn(Cc2ccccc2F)c2ccccc12	0.0	/	-6	2	-19	-1	6	-43
68	COc1ccc(N2C(=O)CC(N3CC=C(c4ccccc4)CC3)C2=O)cc1 (configuration not stated)	0.1	0.0	-17	0	4	-10	3	-2
69	O=c1[nH]c(=O)n(-c2cccc(Cl)c2)c(O)c1C=NCCN1CCCCC1	/	/	/	0	/	0	-1	-33
70	COc1ccc(-n2c(O)c(C=NCc3ccc4c(c3)OCO4)c(=O)[nH]c2=O)cc1	-0.1	/	/	/	/	-53	2	-9
71	COCCCn1c(-c2ccc(OC)cc2)cc(C(=O)NC2CCCCCCC2)c1C	0.0	/	/	0	5	-3	4	1
72	Nc1cc(Cl)cc(C(=O)O)c1Cl	/	/	-4	-4	-6	-12	1	-1
73	O=C(Cc1ccccn1)N1CCCCN2[C@@H](CO)[C@@H](c3ccc(Br)cc3)[C@@H]2C1	0.5	0.4	7	3	-4	-2	-1	1

Fetched one by one from above:
no.	Molecule	XiGFP reactiv	E-selectin induc	RAD54 inh	ERAP1 inh	esBAF inh	RAD52 inh	ERp5 inh	S100A4 MyoIIA
38	CC(C)CN1CCN(Cc2c(F)cccc2Cl)CC1CCO (configuration not stated)	-0.3	0.0	-12	-3	4	-5	3	-3
3	CN1C(=O)NC(=O)C(C)(C2=CCCCC2)C1=O (configuration not stated)	/	/	-15	-6	28	-15	-9	0
20	CCOC(=O)C(c1c(O)c2ccccc2oc1=O)c1c(O)c2ccccc2oc1=O	0.1	0.1	-9	-2	10	-17	4	-2

Compound activity (PubChem)

This is a subset; count on the stated rates, not on these rows.
